# Screening data: PubChem BioAssay, several laboratories
# TRPC4 potent: allosteric potentiators of mouse TRPC4 channel; Q9QUQ5; HEK293 TRPC4beta/mu-opioid, DAMGO EC20, Fluo-4 Ca2+ flux; hits give high values; B-score at 10 µM; 310,000 compounds, 0.42% hits; AID 2227;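 active = B-score of calcium response area above 5 SD of library B-scores, with initial fluorescence ratio within 5 SD of library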;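 also: B-score of integrated fluorescence ratio over time as area under calcium response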
# TRPC6 inh: blocks the mouse TRPC6 cation channel; HEK293-TRPC6, membrane potential dye, ACh-evoked depolarization; hits give low values; AID 2553; 310,000 compounds, 1.1% hits; B-score at 10 µM;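 active = B-score under library mean minus 3 SD, initial fluorescence not abnormally high, positive integrated signal ratio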;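 also: B-score derived from integrated fluorescence ratio over the kinetic read; more negative B-score means stronger inhibition of depolarization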
# TRPC6 activator: activators of mouse TRPC6 channel; HEK293-TRPC6 membrane potential dye fluorescence; hits give high values; B-score at 10 µM; 310,000 compounds, 0.13% hits;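 active = B-score of the integrated fluorescence ratio above library mean plus 3 SD, and starting fluorescence ratio within library mean plus 5 SD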;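 also: higher score means more depolarization so channel activation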
# TRPC4 agonist: activators of mouse TRPC4 channel; Q9QUQ5; HEK293 TRPC4beta/mu-opioid, Fluo4 calcium fluorescence; hits give high values; B-score at 10 µM; 310,000 compounds, 0.49% hits;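 active = B-score above 5 SD of library B-scores, and initial fluorescence ratio not above library mean plus 5 SD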;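 also: positive B-score marks a calcium rise read as TRPC4 activation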
#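 System – HEK293 cells stably co-expressing mouse TRPC4beta and mu-opioid receptor · Signal – Fluo4 calcium-sensitive dye fluorescence, kinetic, 1 Hz baseline · Benchmarks – buffer (low) and maximal DAMGO (high) · Read-out – B score of integrated fluorescence ratio per well · Incubation – dye loading 45 min room temperature, 110 s kinetic read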
# MrgX1 antagonist: blocks BAM8-22 activation of human MrgX1 receptor | Q96LB2 | MRGX1-HEK293 calcium flux, Fluo-4, BAM8-22 antagonism; hits give low values | B-score at 10 µM | 310,000 compounds, 1.3% hits | AID 588676;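 active = calcium-response B-score plate-corrected more than 3 library SD below zero, starting fluorescence within 5 deviations, no agonist response on first addition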;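 also: peak minus trough fluorescence over baseline after final BAM8-22 challenge near maximal dose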
# Target sequence (Q96LB2 whole entry, looked up): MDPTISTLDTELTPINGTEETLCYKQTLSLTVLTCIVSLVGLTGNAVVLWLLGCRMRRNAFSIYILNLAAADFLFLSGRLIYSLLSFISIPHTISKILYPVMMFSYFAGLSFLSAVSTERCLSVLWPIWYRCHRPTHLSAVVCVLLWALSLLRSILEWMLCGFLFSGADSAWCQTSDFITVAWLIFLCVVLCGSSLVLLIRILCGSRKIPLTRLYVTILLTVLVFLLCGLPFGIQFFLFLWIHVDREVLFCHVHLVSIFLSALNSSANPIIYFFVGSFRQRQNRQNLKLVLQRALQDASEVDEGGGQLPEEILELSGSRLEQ
# KLF5 inh: kruppel-like factor 5 inhibition; DLD-1 KLF5 promoter-luciferase reporter, luminescence; inhibition, % at 5 µM; 290,000 compounds, 0.23% hits; AID 1700;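 active = inhibition above a per-plate limit of that plate's mean compound inhibition plus 3 SD, cut at about 60% in these data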;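 also: 0% = DMSO wells and 100% = LY294002 at 200 µM; higher means less KLF5 promoter-driven luciferase light; inactives centre near -14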
# aSyn UTR inh: MLPCN primary screen, SNCA 5' untranslated region; alpha-synuclein 5'UTR reporter, inhibitor activity; inhibition, % (tested at 7.5 µM); 300,000 compounds, 0.82% hits; AID 1813; in the data active = inhibition above about 60%;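 also: H4 neuroglioblastoma cells stably carrying SNCA 5'UTR luciferase fusion; 0% = DMSO wells and 100% = positive control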
# HIF act: HIF pathway transcriptional activation. U2OS HRE-luciferase reporter, luminescence; normalized: DMSO 0%, desferrioxamine 100%. activation, % at 7.5 µM (by protocol). 300,000 compounds, 0.32% hits. AID 1910;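 active = mean activation of at least 10% of the iron chelator positive control signal, with at least half of replicates also reaching 10%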
# SKKanGAS inh: SKKanGAS growth inhibition | S. pyogenes SKKanGAS, kanamycin growth, BacTiter-Glo, 6 h | inhibition, % at 7.5 µM | 300,000 compounds, 1.3% hits;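 active = mean replicate score, as percent of positive control median, at least 50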;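 also: strain carries kanamycin resistance gene driven by streptokinase promoter and grows in 40 µg/ml kanamycin; loss of luminescence reflects streptokinase promoter inhibition or plain growth inhibition; 0% = median of DMSO wells and 100% = positive control at its reference dose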
# IEC-6 tox: IEC-6 cytotoxicity, counter-screen for KLF5 inhibitors | luminescence viability | inhibition, % at 5 µM | 290,000 compounds, 0.78% hits | AID 1825; in the data active = inhibition above about 22%;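 also: 0% = plate median of test compound wells and 100% = cytotoxic reference compound wells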
# TRPC4 inh: inhibitors of mouse TRPC4 channel; 300,000 compounds, 0.39% hits; HEK293 TRPC4beta/mu-opioid, DAMGO-evoked Fluo4 calcium flux; hits give low values; B-score at 10 µM;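 active = B-score over 3 SD under the library average, no early fluorescence shift, positive overall ratio signal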
#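 Assay system: HEK293 cells with stable TRPC4beta plus mu-opioid receptor expression; Probe or stimulus: DAMGO in two steps, submaximal then maximal; Dosing: single-point compound dosing; Measured by: Fluo4 calcium-dye fluorescence, kinetic read; Read-out basis: B score from integrated Fluo4 fluorescence ratio.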
# Numbers without * were called inactive; i = inactive; · = not tested or not shown.
molecule,TRPC4 potent,TRPC6 inh,TRPC6 activator,TRPC4 agonist,MrgX1 antagonist,KLF5 inh,aSyn UTR inh,HIF act,SKKanGAS inh,IEC-6 tox,TRPC4 inh
CCOc1ccc(C(C)NC(=S)NCc2ccc(Cl)cc2)cc1 (stereo not drawn),i,i,i,i,i,5,22,-0.4,-3,-13,i
CC(=O)Nc1ccc(Nc2ncnc3c2cnn3-c2ccccc2)cc1,i,i,i,i,i,-104,-110,2.3,-4,-5,i
CN(C1CCCCC1)S(=O)(=O)c1cccc(C#N)c1,i,i,i,i,i,1,-7,-0.2,-14,8,i
CN(CC(=O)Nc1ccc(F)c(F)c1F)C(=O)CN1C(=O)C2CCCCC2C1=O (stereo not drawn),i,i,i,i,i,-18,-2,-0.3,-4,-2,i
O=C(NCCc1ccc(F)cc1)c1ccc2c(=O)n3c(nc2c1)CCC3,i,i,i,i,i,·,-71,2.2,0,·,i
COC(=O)C1=C(C)N(Cc2ccc(C)cc2)C(=O)/C1=C\c1ccc(O)c(OC)c1,i,i,i,i,i,-25,32,-0.1,-8,2,i
CCCCn1c(SCc2cc(=O)[nH]c3ccccc23)nc2c1c(=O)n(C)c(=O)n2C,i,i,i,i,·,-13,24,-0.9,2,0,·
COc1ccc(N/C=C/C(=O)c2ccc(Cl)cc2)cc1,i,i,i,i,i,-3,-105,2.6,7,-5,i
Cc1ccc(C(=O)c2c(C)oc3c2C(=O)C(=O)c2ccccc2-3)cc1,i,i,i,i,i,-20,-21,3.1,93*,16,i
O=C(CSc1nc2[nH]ncc2c(=O)[nH]1)N1CCCC1,i,i,i,i,i,5,13,-0.2,3,-3,i
Oc1c(Br)cc(Br)cc1C=NCc1ccccc1,i,i,i,i,i,18,14,-0.5,28,-4,i
COc1cc(C(=O)NC(=S)Nc2ccccc2[N+](=O)[O-])cc(OC)c1OC,i,i,i,i,i,-37,12,0.2,12,5,i
CN(C)S(=O)(=O)c1cccc(C(=O)NCCOC(=O)c2cc(F)c(F)cc2Cl)c1,i,i,i,i,i,9,4,0.5,-2,4,i
O=S(=O)(NC1CCCC1)c1ccc(S(=O)(=O)N2CCCN(Cc3ccccc3)C2)cc1,i,i,i,i,i,-15,10,-0.5,-9,0,i
COc1ccc(S(=O)(=O)Nc2ccc(S(=O)(=O)Nc3cc(C)nc(C)n3)cc2)cc1OC,i,i,i,i,i,4,10,-0.7,-4,-1,i
Cc1cccc(C2c3[nH]c4ccccc4c3CCN2C(=O)Cc2n[nH]c(C)n2)n1 (stereo not drawn),i,i,i,i,i,1,-25,-0.3,5,4,i
CCOc1ccc(C(=O)NC(C)(C)CC)cc1,i,i,i,i,i,-19,-2,0.1,-4,1,i
Cc1ccc(-c2cc(C(=O)N3N=C(C(F)F)CC3(O)C(F)F)c3ccccc3n2)cc1C (stereo not drawn),i,i,i,i,i,-11,-60,1.8,11,8,i
CNc1nnc(C(F)(F)F)s1,i,i,i,i,i,-12,-12,-3.7,-1,1,i
COC(=O)/C(=N/Nc1ccc(C)cc1)N1CCCc2ccccc21,i,i,i,i,i,7,26,0.1,-2,3,i
O=C(CSc1nnc(CCCO)n1-c1ccccc1)NCCc1ccccc1,i,i,i,i,i,-14,-17,0.1,2,1,i
O=C(Nc1ccc(F)cc1F)c1cc2ncc(CCCl)cn2n1,i,i,i,i,i,-29,8,-0.1,-14,0,i
Cc1cc(C)cc(N(C(=O)c2csnn2)C(C(=O)NC(C)(C)C)c2ccccn2)c1 (stereo not drawn),i,i,i,i,i,4,-25,-0.2,-3,9,i
COc1ccc(N(C(=O)c2ccncc2)S(=O)(=O)c2cccc([N+](=O)[O-])c2)cc1,i,i,i,i,i,3,-41,-1.0,1,1,i
CC1CN(C)C(C)c2c1oc1ccc(N)cc21 (stereo not drawn),i,i,i,239*,i,-22,-9,-0.9,6,10,i
Cc1ccc(C(C)NC(=O)c2c(-c3ccccc3)noc2C)cc1C (stereo not drawn),i,i,i,i,i,-2,9,-0.3,34,1,i
C=CCN(CC=C)C(=S)NCCc1ccc(OC)c(OC)c1,i,i,i,i,i,-10,8,-0.1,3,3,i
COC(=O)CCn1nnc(-c2cccs2)n1,i,i,i,i,-6.8*,-2,10,0.5,-1,-8,i
Cc1cc(N(C)/N=C/c2ccccc2O)nc(-c2ccccc2O)n1,i,i,i,i,i,-9,-97,0.0,14,0,i
COc1cc(S(=O)(=O)N2CCN(c3ccccc3F)CC2)ccc1Cl,i,-5*,i,i,i,-29,5,-0.7,-1,-7,i
COc1ccccc1-n1cnc2cc(NCc3ccccc3O)ccc21,i,i,i,i,i,-18,-26,2.4,11,1,i
C=C(C)c1nc(N)nc(N)n1,i,i,i,i,i,13,-9,0.4,-8,9,i
Nc1nc(Br)c2c(F)cccc2c1-c1ccc(Cl)cc1,i,i,i,i,i,34,-21,-0.6,8,-8,i
CCN(CC)C(=O)CCSc1nnc(-c2ccco2)o1,i,i,i,i,i,-6,-47,0.6,2,1,i
COc1ccc(N(CC(=O)NC2CCCCC2)C(=O)CNC(=O)c2ccco2)cc1OC,i,i,i,i,i,-22,-10,-0.4,-4,-1,i
COC(=O)c1cc2n(n1)CCN(Cc1cccc(OC)c1)C2=O,i,i,i,i,i,-2,-7,0.1,-6,-1,i
CC(C)C(=O)NC(Nc1ccc(S(N)(=O)=O)cc1)C(Cl)(Cl)Cl (stereo not drawn),i,i,i,i,i,-32,12,-5.1,-1,4,i
CN(C)C/C=C/C(O)(c1ccccc1)c1ccccc1,i,-7.6*,i,i,i,8,-37,-0.1,-11,-1,i
CSc1nsc(SCC(=O)Nc2ccc(C(C)=O)cc2)n1,i,i,i,i,i,-119,-262,2.6,-4,-3,i
COc1ccc(-c2csc(N3CCSCC3)n2)cc1,i,i,i,i,i,-97,-225,4.5,-7,5,i
COCC1CCCCN1C(=O)CCCn1nnnc1CN1CCC(C)CC1 (stereo not drawn),i,i,i,i,i,-20,5,0.5,0,8,i
O=C(CCC(=O)NNc1nc2ccccc2c2nc(-c3ccccc3)nn12)NCCCN1CCOCC1,i,i,i,i,i,-17,-19,-0.1,0,10,i
CC(C)=CC(=O)Nc1c(C)cc(C)cc1Cl,i,i,i,i,i,-27,-9,-0.4,6,6,i
COc1ccccc1N(CN1CCCC1=O)C(=O)c1c(F)cccc1F,i,i,i,i,i,-5,16,-0.1,-2,-5,i
C=CCNc1ncnc2c1[nH]c1ccccc12,i,i,i,i,i,12,-35,0.8,-3,10,i
C#CCOCCOCCOCCNc1nc(N2CCN(C(=O)[C@H](CCCCN)n3cc([C@@H](N)C(C)CC)nn3)CC2)nc(N2CCN(C(=O)[C@H](CCCCN)n3cc([C@@H](N)CO)nn3)CC2)n1 (stereo partly drawn),i,i,i,i,i,-22,4,-0.4,10,-6,i
COc1ccccc1NC(=S)Nc1ccccn1,i,i,i,i,i,-30,-31,1.5,-12,7,i
O=C(Cn1cnc2c(nnn2Cc2ccccc2)c1=O)N1CCN(c2ccccc2)CC1,i,i,i,i,i,-32,14,0.0,-3,-6,i
CC(=O)Nc1ccc(S(=O)(=O)N(CCO)Cc2ccccc2)cc1,i,i,i,i,i,-24,2,-0.1,-2,-6,i
CC(=O)N1C(=O)N(C)C2C1N(C(C)=O)C(=O)N2C (stereo not drawn),i,i,i,i,i,-2,-10,-0.2,-1,-2,i
CC(C)(O)C#Cc1ccc(C(=O)N2CCCC(CNS(=O)(=O)c3cccs3)C2)o1 (stereo not drawn),i,i,i,i,i,-1,2,0.1,3,8,i
Cc1cc(C)c(S(=O)(=O)N(C)CC(=O)N2CCCCC2)c(C)c1,i,i,i,i,i,-5,-4,-0.3,-5,2,i
COc1ccc(C(=O)/C=C/c2ccc(O)cc2)cc1,i,i,i,i,i,-44,-57,1.3,-2,0,i
COc1ccc(CC(=O)NC2CCSc3ccccc32)c(OC)c1 (stereo not drawn),i,i,i,i,i,-13,-2,0.2,7,13,i
COc1ccccc1/C=N/NC(=O)C(=O)NCc1cccnc1,i,i,i,i,i,-59,1,0.2,-8,-5,i
COc1ccccc1NC(=O)CN1C(=O)C(C)SC(C)C1=O (stereo not drawn),i,i,i,i,i,-5,3,-0.2,-23,-4,i
O=C(c1ccco1)N1CCN(C(=O)c2cc(-c3ccccc3)nc3ccccc23)CC1,i,i,i,i,i,-19,7,0.3,-7,-3,i
Cn1c(-c2ccccc2)cc2ccccc21,i,i,i,i,i,-3,-20,0.1,8,12,i
O=C(CSc1nnnn1-c1cccc2c1CCCC2)N1CCCCC1,i,i,i,i,i,-23,-4,0.1,5,-1,i
COc1cc(C)c(/C=C(\C#N)C(=O)Nc2ccc(C)cc2)cc1C(C)C,i,i,i,i,i,5,27,-0.3,3,2,i

# The closing two compounds of the part before are carried over, then new ones follow.
molecule,TRPC4 potent,TRPC6 inh,TRPC6 activator,TRPC4 agonist,MrgX1 antagonist,KLF5 inh,aSyn UTR inh,HIF act,SKKanGAS inh,IEC-6 tox,TRPC4 inh
O=C(CSc1nnnn1-c1cccc2c1CCCC2)N1CCCCC1,i,i,i,i,i,-23,-4,0.1,5,-1,i
COc1cc(C)c(/C=C(\C#N)C(=O)Nc2ccc(C)cc2)cc1C(C)C,i,i,i,i,i,5,27,-0.3,3,2,i
Cc1cc(C)nc(N2CCCC(C(=O)NC(C)CCc3ccco3)C2)n1 (stereo not drawn),i,i,i,i,i,-21,12,0.0,0,-4,i
CCOC(=O)C(=NC(C)CC)NNc1ccc(Br)cc1 (stereo not drawn),i,i,i,i,i,3,-11,0.0,1,11,i
COc1ccccc1NC(=O)Cn1nc(-c2ccc(Cl)cc2)c2ccccc2c1=O,i,i,i,i,i,-29,-7,1.2,11,2,i
Cc1nnc(NCCN2CCOCC2)[nH]c1=O,i,i,i,i,i,-45,10,0.5,-2,-4,i
CCOc1ccccc1CN1CCN(C2CCOCC2)CC1CCO (stereo not drawn),i,i,i,i,i,-32,-23,0.0,-3,-1,i
Cc1cccc(NC(=O)c2ccc(F)c(S(=O)(=O)N3CCC4(CC3)OCCO4)c2)c1,i,i,i,i,i,-26,-35,0.1,23,-7,i

# Hits appear at their usual frequency. About 5.8% of those tested had a hit in this group.
